Bioassay records from PubChem.
GPR55 activation = selective activators of receptor GPR55 – imaging, U2OS cells, beta-arrestin-GFP redistribution, primary screen (AID 1961) | U2OS GPR55 beta-arrestin-GFP redistribution imaging; higher % means a stronger effect | activation, % at 10 µM; hits with a dose series show EC50 in µM | 0.048% of 290,000 active;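 active = activation above 40% with more than 50 cells counted in the well; inconclusive = wells holding fewer than 50 cells, flagged as toxic or sparse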;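 note: U2OS osteosarcoma cells stably expressing GPR55 and beta-arrestin-GFP; plate controls were DMSO negative control for no effect and LPI positive control for full effect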
KOR beta-arrestin-1 = kappa opioid receptor activators – cell-based, luminescence, uHTS, primary screen (AID 1777) | activation, % at 10 µM; hits with a dose series show EC50 in µM | 0.02% of 280,000 active | KOR beta-arrestin recruitment, luminescence; higher % means a stronger effect; in the data active = activation above about 50%, passing the limit was not always enough; note: a part of the inactive calls stands beside numbers as strong as those of hits
Dengue-2 NS5 capping = flavivirus cap methylation enzyme inhibition – biochemical, confirmation dose response, primary screen (AID 588689). Dengue-2 NS5 methyltransferase capping enzyme assay, biochemical; higher % means a stronger effect. 0.3% of 340,000 active. inhibition, % at 25 µM, or IC50 in µM where a hit was titrated; in the data active = a potency from the dose series; inconclusive = inhibition above about 29% without an active follow-up result
NOD1 NF-kB reporter = NOD1 signaling inhibitors, primary screen, cell-based, luminescence, uHTS (AID 1578). inhibition, % at 4 µM, or EC50 in µM where a hit was titrated. 1% of 290,000 active. NOD1-driven NF-kB luciferase reporter cells, luminescence; higher % means a stronger effect; in the data active = inhibition mostly above about 36%, no sharp cut-off; inactive = mostly below about 34%;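 note: HEK-293T reporter cells stimulated with the NOD1 agonist gamma-tri-DAP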
HIV peptide binding = inhibitors of HIV fusion peptide binding, primary screen, biochemical, uHTS, fluorescence dequenching (AID 1986); one-dose inhibition, % at 20 µM; IC50 in µM for titrated hits; 0.3% of 290,000 active; cell-free peptide binding, fluorescence dequenching, 30 min; higher % means a stronger effect; in the data active = inhibition mostly above about 52%, no sharp cut-off; inactive = mostly below about 76%; note: some results filed as inactive read as strong as hits
KOR beta-arrestin-2 = kappa opioid receptor blockers – cell-based, luminescence, uHTS (AID 1778). KOR beta-arrestin recruitment, luminescence, antagonist mode; higher % means a stronger effect. inhibition, % at 10 µM; hits with a dose series show IC50 in µM. 0.091% of 290,000 active; in the data active = inhibition above about 50%; note: strong numbers were not always called active
GPR35 arrestin U2OS = inhibition of zaprinast-stimulated GPR35 beta-arrestin translocation – imaging, U2OS, beta-arrestin-GFP, zaprinast agonist, primary screen (AID 2058); U2OS GPR35 beta-arrestin-GFP translocation imaging, zaprinast antagonism; higher % means a stronger effect; 0.052% of 290,000 active; inhibition, % at 10 µM, or IC50 in µM where a hit was titrated;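 active = inhibition of at least 50% with at least 30 cells and total cytoplasm GFP at most 10,000,000; inconclusive = under 30 cells or total GFP of 10,000,000 plus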
West Nile antiviral = West Nile virus antiviral activity, cell-based, CPE readout (AID 1621); West Nile virus-infected cells, CPE inhibition; higher % means a stronger effect; one-dose CPE inhibition, % at 10 µM; IC50 in µM for titrated hits; 0.02% of 290,000 active; in the data active = a potency from the dose series; inconclusive = CPE inhibition mostly from about 3.7% at the one dose, without a potency; inactive = the rest, 99 in 100 with CPE inhibition below about 2.2%; note: strong numbers were not always called active
GPR55 antagonists = inhibition of LPI-stimulated GPR55 beta-arrestin translocation – imaging, U2OS, beta-arrestin-GFP, LPI agonist, primary screen (AID 2013) | U2OS GPR55 beta-arrestin-GFP translocation imaging, LPI antagonism; higher % means a stronger effect | inhibition, % at 10 µM; hits with a dose series show IC50 in µM | 0.13% of 290,000 active;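 active = spots per cell inhibited over 60%, with over 100 cells counted and total cytoplasm intensity under 500,000; inconclusive = wells with under 100 cells, flagged as likely toxic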;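 note: U2OS cells stably carrying GPR55 and arrestin-GFP stimulated by 5 µM LPI near EC80; imaged beta-arrestin-GFP aggregate spots per cell after agonist stimulation; plate controls were LPI-stimulated DMSO wells for no effect and DMSO wells without LPI for full effect; some results filed as inactive read as strong as hits; confirmed hits need IC50 under 10 µM and bright autofluorescent wells are also inconclusive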
Dengue-2 NS5 capping pilot replicate = second read-out of Dengue-2 NS5 capping, no call of its own (marks repeat the call); inhibition, %; measured here: pilot screen replicate inhibition
The depositor's hits bear a star; u = inconclusive; x = no result given; [ ] = dose if it differs, or a comment.

SMILES | GPR55 activation | KOR beta-arrestin-1 | Dengue-2 NS5 capping | NOD1 NF-kB reporter | HIV peptide binding | KOR beta-arrestin-2 | GPR35 arrestin U2OS | West Nile antiviral | GPR55 antagonists | others
CCOC(=O)CCC(=O)Nc1ccccc1C(N)=O | 0.2% | -0.1% | -4.1% | 1.4% | 1.8% | -5.6% | -11.8% | -0.5% | -0.1% | Dengue-2 NS5 capping pilot replicate=-3.2
COc1cc(CNC(C)(C)CO)cc(Br)c1OCc1ccc(Cl)cc1Cl | -0.3% | 3.2% | -4.4% | 7.1% | -1.4% | -2.8% | 4.1% | 15.4% | 51.2%
Fc1cccc(Cl)c1CN1CCN(c2nc3ccccc3s2)CC1 | -0.1% | -6.4% | -4.5% | -13.9% | -0.6% | 24.8% | 2.3% | -0.1% | 3.4%
CN1CC=C2C(C#N)=C(N)C(C#N)(C#N)[C@H](c3cccs3)[C@H]2C1 | -0.2% | 4.6% | u | -33.3% | 25.9% | 36.1% | 39.8% | -0.4% | 35.4%
O=C(NC1C2CCCC1CN(C1CC1)C2)c1ccc(Cl)cc1 (stereo unspecified) | -0.1% | -5.5% | -6.2% | -3.1% | -0.3% | -9.8%[20 µM] | 10.1% | -2.3% | 11.4%
Cc1ccc(S(=O)(=O)N2CCOCC2)cc1C(=O)NC1CCCCC1 | 1.2% | -5.2% | 0.0% | 4.2% | -0.4% | -38.5% | 5.1% | -0.4% | 0.9%
Cc1ccc(C2=NS(=O)(=O)N(C)C(C(=O)N3CCCCC3)=C2)cc1 | 0.6% | -5.0% | 2.1% | -8.7% | -0.1% | -16.9%[20 µM] | -4.8% | -1.1% | -1.3%
O=C(NCc1ccccc1Cl)C1CCC(=O)N(CCCN2CCCC2=O)C1 (stereo unspecified) | -0.1% | 9.4% | 5.2% | -3.3% | 2.3% | -37.3% | 4.7% | 0.0% | 5.1%
Cc1ccc(S(=O)(=O)N2CCN(C(=O)COc3ccc(C)nc3[N+](=O)[O-])CC2)c(C)c1 | -0.4% | -2.1% | 0.0% | -19.6% | 0.3% | 20.2% | -12.1% | -1.0% | 12.7%
COc1ccc(CCNC(=O)CCNS(=O)(=O)c2cc(Br)cnc2N)cc1OC | -0.2% | 0.1% | 3.6% | 17.8% | -1.4% | -22.8% | 15.0% | -0.2% | 8.5%
CCCn1nnnc1NCc1ccc(Cl)cc1Cl | -0.3% | -6.0% | -1.5% | -14.4% | -0.3% | 4.2% | 3.2% | -0.6% | 2.1%
O=C(COC(=O)CCCc1c[nH]c2ccccc12)Nc1ccc2c(c1)OCO2 | -0.2% | 4.2% | 5.6% | -3.3% | -1.2% | -22.1% | 11.5% | 0.0% | 1.7%
Cc1ccc2c(c1)C(=O)CC(O)(C(F)F)O2 (stereo unspecified) | -0.3% | 1.3% | 0.8% | 0.1% | -1.2% | -0.8% | 3.0% | -0.2% | -3.9%
COc1ccc(CNC(=O)c2cc3cccc(OC)c3oc2=N)cc1 | -0.1% | 7.7% | 1.0% | 4.1% | -2.7% | -6.5% | -1.4% | -0.1% | 10.0%
O=C(Cn1nnc(-c2cccs2)n1)OC1CCCCC1 | 0.6% | -1.9% | -5.5% | -28.5% | 0.9% | 3.2% | 0.8% | 0.3% | 7.9%
COc1ccc(NC(=O)CSc2nnnn2C2CCCCC2)c(OC)c1 | -0.1% | 2.5% | -4.2% | -17.1% | 0.3% | -10.5% | -6.6% | -0.8% | -7.2%
Cc1ccc(S(=O)(=O)c2cn(C)c3cc(N4CCOCC4)c(F)cc3c2=O)cc1 | 0.2% | -0.2% | -3.6% | -110.3% | -1.1% | -0.5% | -19.3% | 0.5% | 10.6%
COC(=O)COc1cccc(-n2cnnn2)c1 | -0.4% | 1.8% | -7.2% | -4.1% | -3.0% | 15.7% | 3.8% | 0.3% | 11.8%
COc1ccc(C(c2nnnn2Cc2cccs2)N2CCC(C(N)=O)CC2)c(OC)c1 (stereo unspecified) | -0.1% | -7.2% | 0.8% | -10.0% | -0.7% | 4.2% | 6.8% | 0.5% | 14.1%
CS(=O)(=O)N(CC(=O)NCC1CCCO1)c1cccc([N+](=O)[O-])c1 (stereo unspecified) | 0.2% | -2.0% | -8.0% | -15.0% | 0.6% | -2.8%[20 µM] | 2.9% | -0.5% | 0.9%
Cn1c(=O)c2[nH]c(CNCc3ccccc3Cl)nc2n(C)c1=O | -0.1% | -1.2% | -5.8% | 6.3% | -1.1% | -42.8% | -5.6% | 1.4% | -9.1%
CC(C)N(C)S(=O)(=O)c1ccc(Cl)c(C(=O)O)c1 | 0.0% | 1.0% | -1.5% | -21.3% | -0.4% | 11.8% | -11.3% | 0.4% | 7.2%
O=C(O)COCC(=O)Nc1ccc(-n2cnnn2)cc1 | -0.5% | -2.5% | -3.1% | -34.5% | -1.2% | -12.0% | 0.2% | 0.2% | 5.7%
COc1ccc(CNC(=O)[C@H](C)N2C(=O)N3CCc4c([nH]c5ccc(OC)cc45)[C@@]3(C)C2=O)cc1 | 0.2% | -4.7% | -4.3% | -21.8% | 11.8% | 1.5%[20 µM] | 2.0% | -1.1% | 4.2%
CCC(=O)Nc1cccc(C(=O)c2ccccc2)c1 | 0.2% | -1.8% | -3.5% | -6.4% | -0.5% | 9.8% | -3.5% | 0.2% | 9.8%

Overlap with the part before: 2 compounds, then new ones.
SMILES | GPR55 activation | KOR beta-arrestin-1 | Dengue-2 NS5 capping | NOD1 NF-kB reporter | HIV peptide binding | KOR beta-arrestin-2 | GPR35 arrestin U2OS | West Nile antiviral | GPR55 antagonists | others
COc1ccc(CNC(=O)[C@H](C)N2C(=O)N3CCc4c([nH]c5ccc(OC)cc45)[C@@]3(C)C2=O)cc1 | 0.2% | -4.7% | -4.3% | -21.8% | 11.8% | 1.5%[20 µM] | 2.0% | -1.1% | 4.2%
CCC(=O)Nc1cccc(C(=O)c2ccccc2)c1 | 0.2% | -1.8% | -3.5% | -6.4% | -0.5% | 9.8% | -3.5% | 0.2% | 9.8%
Cc1ccc2c(c1)N(CC(=O)Nc1ccc3c(c1)OCCO3)C(=O)CO2 | -0.1% | -2.2% | -3.2% | -5.4% | -1.3% | 27.7% | 7.3% | -0.7% | -1.3%
c1ccc(N2CCN(Cc3nc4ccccc4[nH]3)CC2)nc1 | 0.5% | -2.1% | -4.5% | 4.4% | 0.5% | -17.4% | 5.9% | -0.7% | 11.3%
C=CCNc1nc(N)c([N+](=O)[O-])c(Nc2cccc(Cl)c2)n1 | 0.3% | -4.5% | 3.2% | 3.5% | -0.7% | -20.2% | 10.1% | -0.5% | 39.3%
OCCC1CN(Cc2cccn2-c2cccnc2)CCN1CCc1ccccc1 (stereo unspecified) | 0.3% | x | -3.0% | -9.3% | 2.0% | -36.2%[20 µM] | 2.9% | 0.3% | 1.7%
COc1ccc(-c2[nH]ncc2CN(C)Cc2c(C)n[nH]c2C)c(OC)c1 | -0.1% | -4.3% | -5.8% | -19.4% | -0.1% | -45.3%[20 µM] | 2.8% | 0.4% | -0.7%
O=C(CNS(=O)(=O)c1ccccc1)N/N=C\c1ccc(Cl)cc1 | 0.2% | 2.4% | -8.2% | -25.3% | -1.4% | -29.3% | -7.5% | -0.8% | -3.6%
CCOc1ccccc1NC(=O)C1CCN(C(=O)NCc2ccccc2)CC1 | -0.1% | -0.7% | 3.2% | -29.2% | 0.6% | 5.7% | -8.7% | -0.1% | -11.9%
COc1ccc(NC(=O)C2CC(c3ccccc3Cl)=NO2)cc1 (stereo unspecified) | -0.1% | -4.5% | -18.3% | -25.5% | -1.0% | -1.6% | 3.1% | -0.3% | 6.6%
COc1cc(/C=N/Nc2nnc3c(n2)[nH]c2ccccc23)ccc1O | 1.2% | -3.8% | -7.9% | -26.9% | -7.3% | -16.5% | -3.2% | -0.7% | 1.4%
CCCc1[nH]nc2c1C(c1ccc(OC)c(CSC3=NCCS3)c1)C(C#N)=C(N)O2 (stereo unspecified) | -0.1% | 1.6% | -0.8% | -21.4% | 5.2% | 6.9% | 2.2% | -0.4% | 3.6%
CCCN(CCC)CC(O)COc1ccc2c(c1)OCO2 (stereo unspecified) | -0.3% | -1.4% | -7.8% | -10.9% | -0.4% | 11.7% | -10.7% | 0.0% | -16.4%
O=C(c1ccco1)N1CCN(S(=O)(=O)c2ccc(Br)cc2)CC1 | 0.0% | 2.9% | -9.1% | -6.2% | -0.3% | -19.5% | -0.8% | -0.3% | 6.0%
COc1ccc(NC(=O)CCc2nc(-c3ccc(C)cc3)no2)cc1Cl | -0.2% | 39.8% | -1.4% | 2.9% | 7.5% | 1.9% | 17.4% | -0.6% | 14.6%
C[C@@H](NC(=O)[C@@H]1Cc2ccccc2CN1C(=O)OC(C)(C)C)C(=O)NCC1CCCO1 (stereo partly specified) | -0.1% | 1.1% | -2.8% | -5.9% | 0.9% | -10.9% | 9.5% | 0.0% | -3.7%
OCCC1CN(Cc2ccn[nH]2)CCN1Cc1ccc(F)c(F)c1 (stereo unspecified) | 0.3% | 6.1% | 6.9% | -18.9% | 0.4% | -35.9% | -4.7% | 0.6% | 0.4%
O=C(NCc1ccccc1Cl)c1ccc(Br)o1 | -0.1% | 2.3% | 3.8% | -25.9% | 0.5% | 10.5% | -15.4% | -0.5% | -14.8%
COc1ccc(OCC(=O)Nc2ccc(S(=O)(=O)N3CCN(C)CC3)cc2)cc1 | 0.0% | -3.8% | x | -15.9% | -1.8% | 30.5%[20 µM] | 9.3% | -0.5% | 3.3%
Cc1ccc(NC(=O)Cn2c(=O)c3cccn3c3ccccc32)c(Cl)c1 | 0.2% | -2.9% | -3.5% | -13.8% | 2.7% | -8.9% | 20.8% | -1.4% | -3.1%
Cc1ccc(NC(NC(=O)c2cccs2)C(Cl)(Cl)Cl)cc1C (stereo unspecified) | 0.0% | 4.7% | -5.5% | 19.3% | 0.2% | 1.4% | 15.5% | 1.9% | x
CCC(C)(C)NC(=O)C(c1ccc(C)cc1)N(Cc1cccs1)C(=O)c1ccc2c(c1)OCCO2 (stereo unspecified) | 0.0% | -0.6% | -4.2% | 18.5% | 0.1% | 21.0% | 1.7% | x | x
COc1ccc(C2C(C(=O)NCc3ccccc3)=C(C)Nc3ncnn32)cc1OC (stereo unspecified) | 0.2% | -2.3% | -2.7% | 2.8% | 0.4% | 19.9% | -10.8% | 0.4% | 1.4%
COc1ccc(/C=N/NC(=O)CC(=O)N/N=C/c2ccc(OC)cc2)cc1 | -0.2% | -1.7% | -15.4% | -55.7% | 1.5% | -18.7% | -9.1% | 0.3% | -3.8%
OC1CCN(c2c3c(nc4cc(-c5ccc(Cl)cc5)nn24)CCC3)CC1 | -0.4% | -1.3% | 18.0% | -1.8% | -2.3% | -25.6% | 9.4% | 0.1% | 1.7%

An excerpt; count on the stated rates, not on these rows.
